ELG1 genotoxic – qHTS screen for small molecules that induce genotoxicity in human embryonic kidney (HEK293T) cells expressing luciferase-tagged ELG1. HEK293T ELG1-luciferase reporter, luminescence, 16 h. Potency, µM (series often up to 46 µM), for the others: top-dose activity change, positive = activation, usual class: activators. 330,000 compounds, 1.3% hits. AID 504466, 2011; also: potency is read from the fitted curve at half-maximal effect; % of control where 0% means no effect; nearly all actives have a fitted effect of over 60% in size
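Cells (2,000/well) expressing the ELG1-luciferase fusion are dosed by pin tool and kept 16 hr at 37 °C, 5% CO2. Signal comes from ONE-Glo luciferase reagent after 30 min at room temperature.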
NPC1 promoter act – qHTS Assay for NPC1 Promoter Activators; Huh7 NPC1 promoter luciferase reporter, 24 h; Potency, µM (doses to about 9.22 µM), inactives show top-dose activation, hits mostly activators; 320,000 compounds, 2.4% hits; AID 485313, 2010;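 also: potency is read from the fitted curve at half-maximal effect; % of control where 0% means no effect; nearly all actives have a fitted effect of over 60% in size; reporter is driven by a mutant NPC1 promoter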
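Compounds in DMSO were transferred onto Huh7 NPC1-luciferase reporter cells pre-incubated 2 h; after 24 h at 37 °C, Amplite reagent was dispensed and luminescence recorded 10 min later.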
RORgamma inh – qHTS for inhibitors of ROR gamma transcriptional activity; Drosophila S2 Gal4-RORgamma UAS-luciferase reporter, 20 h; AID 2551, 2010; 310,000 compounds, 5.4% hits; Potency, µM (highest dose often 53.6 µM), for inactives: at the highest dose activity change, negative = inhibition, actives largely listed as inhibitors; Nuclear receptor ROR-gamma (Mus musculus), P51450; also: potency is read from the fitted curve at half-maximal effect; % is scaled to controls: 0 for no effect and ±100 for the full control effect; nearly all actives have a fitted effect of over 60% in size
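Compounds are pin-transferred onto Drosophila Schneider cells expressing a copper-inducible Gal4–ROR gamma transactivation domain fusion. After 1 hr, copper sulfate is added to 700 uM final; luciferase is read 20 hr later.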
Rab9 prom act – qHTS Assay for Rab9 Promoter Activators. Huh7 Rab9 promoter-luciferase reporter, luminescence, 24 h. Potency, µM (highest dose often 9.22 µM), without a hit: top-dose activation, negative = inhibition, hits mostly activators. 320,000 compounds, 2.8% hits. AID 485297, 2010; also: potency is read from the fitted curve at half-maximal effect; % of control where 0% means no effect; nearly all actives have a fitted effect of over 60% in size
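Huh7 cells stably carrying Rab9 promoter–luciferase reporter, plated 1500 cells/well, compound added after 2 h and incubated 24 h at 37 °C; luciferase luminescence then read after 10 min with detection reagent.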
BRCA1 expr up – qHTS Assay to Identify Small Molecule Activators of BRCA1 Expression | MCF7-BRCA1-FFLuc reporter, luminescence, 48 h; response scale: scaled: vehicle 0%, 10 µM genistein 100% | Potency, µM (doses to about 46.1 µM), for the others: at the highest dose activation, hits mostly activators | 380,000 compounds, 1.1% hits | AID 624202, 2012; also: potency is read from the fitted curve at half-maximal effect; nearly all actives have a fitted effect of over 80% in size; some results filed as inactive show a strong effect at the top dose
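First, MCF7-BRCA1-FFLuc cells (2000/well) attach for 2 h; next, compounds are pin-added and incubated 48 h at 37 °C; finally, luciferase reagent is added and luminescence read after 15 min.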
p53 reactivation – qHTS assay for re-activators of p53 using a Luc reporter. Potency, µM (top dose mostly 92.2 µM), inactives show at the highest dose activity change, positive = activation, hits mostly activators. 320,000 compounds, 0.063% hits. AID 504706, 2011. H1299 p53-A138V BP100-luciferase reporter, luminescence, 24 h; also: potency is read from the fitted curve at half-maximal effect; % of control where 0% means no effect; nearly all actives have a fitted effect of over 45% in size
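p53-null H1299 cells stably carrying temperature-sensitive p53-A138V and a BP100-luciferase reporter were pinned with compounds (4-point, 1:5 series) and held 24 hrs at 37 deg C. Luminescence was read 10 min after detection reagent.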
Menin MLL FP TR – qHTS Assay for Inhibitors Targeting the Menin-MLL Interaction in MLL Related Leukemias: Competition With Texas Red Labeled MLL-derived Mutant Peptide | O00255 | Menin + Texas Red MLL mutant peptide, fluorescence polarization | Potency, µM (top dose mostly 61.6 µM), for inactives: at the top dose FP activity change, negative = inhibition, hits mostly inhibitors | 270,000 compounds, 0.23% hits; active = well fitted inhibition curve with a large enough effect in the polarisation, with a control signal flat, not every such curve was filed as active; inconclusive = small, poorly fitted or top-dose-only effect, or effect the other way, or a change in a side signal; inactive = no such curve, though single readings can be large or run the other way; the % refers to the polarisation; also: potency is read from the fitted curve at half-maximal effect; % of control where 0% means no effect; many of its hits are not listed in these tables
Giardia killer – Small Molecules that selectively kill Giardia lamblia: qHTS; Giardia lamblia trophozoite viability; activity change, % at 7.66 µM, hits read low; 340,000 compounds, 0.15% hits; in the data active = activity change below about -80%; inconclusive = between about -30% and that limit;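 also: parasites exposed to compound for two days anaerobically before the ATP read; % is scaled to controls: 0 for no effect and ±100 for the full control effect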
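Anaerobic 48 hrs incubation at 37 deg C of 100 trophozoites/well with test compounds; ATPLite 1-Step luminescence, 15-30 min RT, reports cellular ATP as viability.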
FLuc counter – qHTS profiling assay for firefly luciferase inhibitor/activator using purifed enzyme and Km concentrations of substrates (counterscreen for miR-21 project); 360,000 compounds, 6.9% hits; Potency, µM (highest dose often 57.5 µM), without a hit: at the top dose activity change, negative = inhibition, most hits filed as inhibitors; purified FLuc, Km substrates, luminescence inhibition; AID 588342, 2011;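 also: potency is read from the fitted curve at half-maximal effect; plate controls were vehicle for no effect and reference inhibitor for full effect; nearly all actives have a fitted effect of over 55% in size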
Target sequence (P08659 whole entry, looked up): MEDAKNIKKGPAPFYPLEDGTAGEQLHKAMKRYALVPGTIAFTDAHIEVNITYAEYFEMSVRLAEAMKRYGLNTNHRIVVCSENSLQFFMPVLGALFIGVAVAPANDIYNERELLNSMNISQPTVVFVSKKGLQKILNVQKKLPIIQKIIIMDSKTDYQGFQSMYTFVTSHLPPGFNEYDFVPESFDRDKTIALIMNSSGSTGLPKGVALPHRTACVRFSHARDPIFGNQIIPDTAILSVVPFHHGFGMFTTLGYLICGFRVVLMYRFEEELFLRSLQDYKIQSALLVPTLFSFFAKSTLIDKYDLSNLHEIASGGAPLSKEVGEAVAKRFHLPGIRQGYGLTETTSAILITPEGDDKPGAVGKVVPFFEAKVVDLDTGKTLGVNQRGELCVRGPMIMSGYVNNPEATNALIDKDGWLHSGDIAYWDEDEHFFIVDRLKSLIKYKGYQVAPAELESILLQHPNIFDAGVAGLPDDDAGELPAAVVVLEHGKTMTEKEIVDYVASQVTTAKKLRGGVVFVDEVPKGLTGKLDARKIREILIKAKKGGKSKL
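Biochemical qHTS of compounds, final roughly 60 µM downward over six points, against 10 nM purified firefly luciferase using Km concentrations of substrates (10 uM D-luciferin, 10 uM ATP) in Tris acetate pH 7.5 buffer; luminescence output.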
VP16 counter – VP16 counterscreen qHTS for inhibitors of ROR gamma transcriptional activity; 310,000 compounds, 3.5% hits; Potency, µM (highest dose often 53.6 µM), without a hit: at the top dose activity, negative = inhibition, most hits filed as inhibitors; Drosophila S2 Gal4-VP16 UAS-luciferase, luminescence, 20 h;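 also: Gal4-VP16 expression switched on by copper sulfate through the metallothionein promoter; potency is read from the fitted curve at half-maximal effect; % is scaled to controls: 0 for no effect and ±100 for the full control effect; nearly all actives have a fitted effect of over 50% in size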
PKM2 act – qHTS Assay for Activators of Human Muscle isoform 2 Pyruvate Kinase | Pyruvate kinase PKM (Homo sapiens), P14618 | purified PKM2, Kinase-Glo ATP luminescence, activation; response scale: 0% is enzyme alone, no compound | Potency, µM (doses to about 57.5 µM), without a hit: at the top dose activation, actives largely listed as activators | 260,000 compounds, 0.34% hits | AID 1631, 2009; also: potency is read from the fitted curve at half-maximal effect; % is scaled to controls: 0 for no effect and ±100 for the full control effect; nearly all actives have a fitted effect of over 55% in size
Target sequence (P14618 whole entry, looked up, canonical isoform): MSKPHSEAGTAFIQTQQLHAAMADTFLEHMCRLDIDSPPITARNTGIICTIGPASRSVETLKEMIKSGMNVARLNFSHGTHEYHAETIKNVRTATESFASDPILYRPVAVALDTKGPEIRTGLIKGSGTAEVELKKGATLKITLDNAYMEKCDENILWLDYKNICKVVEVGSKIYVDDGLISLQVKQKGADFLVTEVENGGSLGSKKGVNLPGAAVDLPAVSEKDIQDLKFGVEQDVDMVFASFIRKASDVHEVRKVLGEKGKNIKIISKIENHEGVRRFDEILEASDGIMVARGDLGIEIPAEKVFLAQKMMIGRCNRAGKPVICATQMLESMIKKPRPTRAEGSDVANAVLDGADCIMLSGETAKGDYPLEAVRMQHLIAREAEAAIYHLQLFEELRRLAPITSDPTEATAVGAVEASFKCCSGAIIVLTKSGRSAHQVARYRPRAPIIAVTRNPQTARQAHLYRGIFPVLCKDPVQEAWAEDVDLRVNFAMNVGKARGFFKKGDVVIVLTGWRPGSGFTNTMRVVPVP
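Kinase-Glo luminescence reports ATP generated from ADP (0.1 mM) and PEP (0.5 mM) by purified hPK-M2 after 1 h at room temperature, pH 7.2 imidazole buffer; intermediate enzyme activity allows detecting inhibitors and activators.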
The depositor's hits bear a star; u = inconclusive; x = no result given; & = joins results of further samples; [ ] = another dose, or the depositor's remark. Unless noted, calls follow the shape of the dose curve; as a rule, active = well fitted curve in the direction sought with a large enough effect; inconclusive = small, poorly fitted or top-dose-only effect, or another doubt; inactive = no such curve, though single readings can be large; an effect the other way counts as inactive or inconclusive. An excerpt; the hit share may differ from the screen's.

mol,ELG1 genotoxic,NPC1 promoter act,RORgamma inh,Rab9 prom act,BRCA1 expr up,p53 reactivation,Menin MLL FP TR,Giardia killer,FLuc counter,VP16 counter,PKM2 act
Cc1c(Cl)cccc1NCC(=O)NN=C1CCCC1,-2%,-9%,-14%,0%,-23%,-7%,-5%,4,1%,-6%,11%
CCNCc1cc(Br)c(OCC(=O)Nc2ccccc2)c(OC)c1,1%,-1%,-30%,-7%,-3%[1.84 µM],-12%,3%,-6,1%,-14%,9%
COCCCn1c(=O)/c(=C\c2ccccc2OC(F)F)s/c1=C(/C#N)C(N)=O,3%,3%,u,23%,-21%,0%,-9%,5,-1%,22%,3%
CC(=O)C1=C(C)NC(=O)CC1c1ccc(Br)cc1 (stereo not drawn),-1%,-3%,26%,-11%,-6%,-3%,7%,13,6%,-9%,-2%
CCN(CC)S(=O)(=O)c1ccc(C(=O)Nc2cc(C)cc(C)c2)cc1,-1%,-2%,1%,0%,-15%,-6%,24%,6,-12%,11%,-2%
Cc1cc(N2CCN(c3ccccn3)CC2)n2cc(-c3ccccc3)nc2n1,0%,-2%,36%,-2%,5%,-5%,-16%,22,u,15%,2%
Cc1cc(C)c(S(=O)(=O)c2cc(F)ccc2C)c(=O)[nH]1,0%,-1%,4%,-1%,0%,-5%,-22%,55[activator],4%,2%,x
Cc1cc(C(F)(F)F)n2nc(-c3sccc3-n3cccc3)cc2n1,0%,-1%,14%,1%,-49%,5%,x,8,0%,4%,5%
O=C(Nc1nc(-c2ccccc2)cs1)c1ccc(=O)[nH]c1,u,1%,u,u,-9%,12%,15%,0,u,3%,3%
O=C(O)c1cccc(NC(=O)c2cccc(S(=O)(=O)N3CCCCC3)c2)c1,u,u,-9%,2.8µM*,7%,u,23%,-6,6µM*,2%,-1%
S=C(NCc1ccco1)N/N=C/c1ccncc1,-2%,0%,16µM*,0%,-19%,0%,x,-8,2%,u,7%
O=C(Nc1ccccc1)Nc1cccc2ccccc12,0%,11%,10%,19%,16%,10%,x,-1,u,-1%,-9%
O=C(COc1ccccc1)OC(C(=O)c1ccccc1)c1ccccc1 (stereo not drawn),-1%,0%,11µM*,-4%,2%,0%,13%,-16,-9%,-8%,0%
Cc1nn(-c2ccccc2)c(Cl)c1/C=N/NC(=O)c1ccccc1F,u,u,-9%,2.2µM*,11µM*,12%,x,-8,8.5µM*,8%,1%
Cc1ccc(S(=O)(=O)CC(=O)Nc2ncc([N+](=O)[O-])s2)cc1,-10%,-1%,26%,4%,10%,-3%,21%,-84*,-1%,-5%,-1%
CC(=O)NCCOc1ccc(C(=O)O)cc1,0%,-11%,-2%,-8%,-9%,-2%,-3%,2,-3%,-2%,-10%
COc1ccc(NC(=S)N(CCN2CCCCC2)Cc2ccco2)cc1,-3%,0%,u,1%,-17%,8%,1%,-12,-5%,-12%,0%
CC(=O)c1c(C)[nH]c(C(=O)COC(=O)c2cccc(S(=O)(=O)N(C)c3ccccc3)c2)c1C,-5%,-1%,u,-3%,-52%,-7%,-6%,-9,u,5.6µM*,12%
C/C(CCc1ccccc1)=N\NC(=O)CCc1ccccc1,2%,-1%,-4%,-2%,-7%,4%,1%,4,-1%,11%,1%
O=C(N/N=C/c1ccoc1)c1ccccc1Br,8%,-5%,0%,9%,28%,0%,-9%,-8,-5%,-12%,-5%
COc1ccc(N2CCN(S(=O)(=O)CCNS(=O)(=O)c3ccccc3)CC2)cc1,1%,-2%,x,0%,-16%,0%,x,-4,7%,x,x
c1ccc(-c2n[nH]c3ccccc23)cc1,1%,10%,-21%,-4%,-1%,19%,16%,-20,u,-7%,-6%
c1cnc(N2CCN(Cc3ccc4c(c3)OCO4)CC2)nc1,4%&3%,8%[46.1 µM],-1%,2%[46.1 µM],-7%&-1%,9%&4%,0%,-2&-10,4%&-4%,0%,1%&-8%
CCOc1nc2ccccc2cc1C=O,2%,-11%,-1%,-6%,-25%,3%,11%,5,0%,-10%,-1%
Cc1ccc2[nH]cc(CCCN3C(=O)c4ccccc4C3=O)c2c1,-1%,-1%,u,0%,43%,14%,u,1,-19%,u,6%

Fetched by compound from the list above:
mol,ELG1 genotoxic,NPC1 promoter act,RORgamma inh,Rab9 prom act,BRCA1 expr up,p53 reactivation,Menin MLL FP TR,Giardia killer,FLuc counter,VP16 counter,PKM2 act
CCOc1nc2ccccc2cc1C=O,2%,-11%,-1%,-6%,-25%,3%,11%,5,0%,-10%,-1%
O=C(N/N=C/c1ccoc1)c1ccccc1Br,8%,-5%,0%,9%,28%,0%,-9%,-8,-5%,-12%,-5%
CC(=O)c1c(C)[nH]c(C(=O)COC(=O)c2cccc(S(=O)(=O)N(C)c3ccccc3)c2)c1C,-5%,-1%,u,-3%,-52%,-7%,-6%,-9,u,5.6µM*,12%

Additional entries:
mol,ELG1 genotoxic,NPC1 promoter act,RORgamma inh,Rab9 prom act,BRCA1 expr up,p53 reactivation,Menin MLL FP TR,Giardia killer,FLuc counter,VP16 counter,PKM2 act
CCOC(=O)C1CCN(C(=O)C2CCCN(S(=O)(=O)c3ccc(OC)c(Cl)c3)C2)CC1 (stereo not drawn),-13%,1%,24%,-7%,-19%,-11%,x,1,6%,-22%,-9%
O=C(CSc1ccccn1)Nc1cccc2ccccc12,-16%,4%,-12%,0%,-27%,-1%,2%,11,-14%,-12%[10 µM],-1%
CCC(=O)N1c2ccc(S(=O)(=O)CCC(=O)N3CCN(c4ccccc4)CC3)cc2CC1C (stereo not drawn),-2%,-1%,22%,-3%,-33%,-2%,4%,0,0%,1%,-3%
C/C(=N\NC(=O)c1ccn(C)n1)c1ccco1,16µM*,u,-25%,2.5µM*,75%,u,13%,9,17µM*,-6%,-5%
Cc1noc(C)c1CSCC(=O)Nc1cc(Cl)ccc1N1CCOCC1,7%,-5%,x,0%,-36%,x,3%,-3,10%,x,2%
COc1ccc(NS(=O)(=O)c2ccc(F)c(Cl)c2)cn1,-3%,-2%,u,-2%,-16%,-1%,-8%,2,-1%,-3%,x
COc1cccc(NC(=O)Nc2nc(SC)ns2)c1,u,2.8µM*,u,1.4µM*,u,-7%,u,-12,6.7µM*,u,-1%[11.5 µM]
Oc1c(Cl)cc(Cl)cc1C=Nc1ccccc1N1CCCC1,0%,2%,16µM*,-6%,x,3%,2%,x,5%,u,-4%
COc1cc2c(cc1OC)C(C(=O)O)C(c1ccc(C)o1)N(C)C2=O (stereo not drawn),-1%,-1%,6%,3%,2%,8%,-13%,-3,0%,-6%,-4%
CCCc1nc(-c2ccccc2O)n(-c2ccccc2)n1,2%,-7%,-33%,0%,-23%,-2%,-3%,-11,2%,-5%,0%
O=C(C(=O)N1CCN(c2cccc(Cl)c2)CC1)c1cn(CC(=O)N2CCOCC2)c2ccccc12,-5%,-9%,21%,-4%,-28%,-2%,x,-11,2%,8%,x
CCc1cccc2c(C(=O)COC(=O)c3cnc(C)cn3)c[nH]c12,-1%,-1%,x,-5%,0%,4%,x,6,-3%,x,x
CCC(=O)N/C(=N/c1nc(C)cc(C)n1)Nc1ccc(C)cc1,-5%,-4%,-3%,-1%[1.84 µM],-39%,-3%,-20%,-6,0%,3%,x
C=CCCC(=O)Nc1nc(C)c(-c2csc(Nc3cc(OC)ccc3OC)n2)s1,-7%,-29%,29%,-12%,-47%,-3%,u,-3,-18%,-13%,1%

Marked active in BRCA1 expr up (from the list above):
mol	NPC1 promoter act	RORgamma inh	Rab9 prom act	BRCA1 expr up	p53 reactivation	Menin MLL FP TR	PKM2 act
Cc1nn(-c2ccccc2)c(Cl)c1/C=N/NC(=O)c1ccccc1F	u	-9%	2.2µM*	11µM*	12%	x	1%
